S1P3 antag: antagonists of human S1P3 receptor; 170,000 tested, 0.27% active; inhibition, % at 4.98 µM; CHO S1P3 NFAT-BLA reporter, FRET fluorescence, antagonist mode; AID 485; Q99500;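 active = inhibition above the plate cutoff, the mean inhibition of test wells on that plate plus 3 SD, cut at about 28% in these data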;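 note: cells challenged with S1P at its EC80 of 0.8 µM; blue over green emission ratio from cleaved BLA substrate after 4 h stimulation; 0% = S1P-stimulated wells and 100% = unstimulated DMSO-only wells; some compounds past the cut are filed as inactive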
Target sequence (Q99500 whole entry, looked up): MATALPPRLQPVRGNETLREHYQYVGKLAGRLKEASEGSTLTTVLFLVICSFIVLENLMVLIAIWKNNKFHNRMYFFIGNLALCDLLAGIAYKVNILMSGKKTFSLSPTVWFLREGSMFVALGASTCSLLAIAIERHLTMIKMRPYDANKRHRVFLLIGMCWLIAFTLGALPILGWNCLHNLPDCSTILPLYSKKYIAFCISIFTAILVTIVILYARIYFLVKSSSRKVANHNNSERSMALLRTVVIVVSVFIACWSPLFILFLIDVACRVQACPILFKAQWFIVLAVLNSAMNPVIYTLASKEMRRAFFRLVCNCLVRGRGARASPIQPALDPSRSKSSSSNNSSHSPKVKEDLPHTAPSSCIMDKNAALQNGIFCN
The depositor's hits bear a star; & = joins results of further samples. The list is partial; rates above refer to the full screens.

mol | S1P3 antag
Cc1[nH]c2ccccc2c1/C=N/NC(=O)CNC(=O)c1ccccc1 | 1
CN(C)CC(c1ccccc1)c1ccccc1 | -9
COc1ccc(OC)c(-n2c(-c3ccn[nH]3)n[nH]c2=S)c1 | -12
O=C(CO/N=C/c1ccccc1OC(F)F)NCc1ccco1 | 1
N#CCCN(Cc1ccccc1)C(=O)Nc1ccc(F)cc1 | -5
O=C(O)c1cccc(S(=O)(=O)Nc2ccc3[nH]c(=O)[nH]c3c2)c1 | 2
COc1cc(NC2CCCCC2O)c2nc(-c3ccc(Cl)cc3)ccc2c1 (stereo not given) | 25
COCC(C)NC(=O)c1cc2cc(OC)ccc2[nH]1 (stereo not given) | 10
CS(=O)(=O)N(CC(=O)N/N=C/c1ccccc1C(=O)O)c1cccc(Cl)c1Cl | 4
N#Cc1c(C#N)c(O)c2ccccc2c1O | 6
Cc1ccc2c(CC(=O)NCCc3ccc(S(N)(=O)=O)cc3)coc2c1 | -13
CCC(=O)Nc1ccc(/C=C(\C(C)=O)C(=O)c2ccccc2)cc1 | -16
CC(C)[C@@H]1CC[C@@H](C)C[C@H]1OC(=O)C[n+]1cc(-c2ccc(Cl)cc2)n2c1CCCCC2 | 9
CC1OC(Oc2c(-c3cc(O)c(O)c(O)c3)oc3cc(O)cc(O)c3c2=O)C(O)C(O)C1O (stereo not given) | -22
Cc1ccccc1OCC(=O)Nc1ccc2c(c1)OCCO2 | -11
Cc1cc([N+](=O)[O-])nn1CC(=O)N/N=C/c1ccccc1F | -11
CC(C)(C)c1ccc2c(c1)OC(C(=O)N/N=C/c1ccc([N+](=O)[O-])o1)CO2 (stereo not given) | -5
Cc1ccc(S(=O)(=O)N(C)C)cc1NC(=O)CSc1nnnn1-c1ccc(O)cc1 | 5
CCOC(=O)/C(C#N)=C/N=c1ccc(C)cn1C | -4
Oc1ccc2ccccc2c1N=Nc1ccccc1F | -10
Cc1ccc(NC(=O)c2nsc(Cl)c2Cl)cc1 | 1
O=c1cc(COc2ncnc3c(Cl)cc(Cl)cc23)nc2sccn12 | -14
CN(C)CCn1c(=O)n(-c2ccc(F)cc2)c(=O)c2c3c(sc21)CCCCC3 | -2
O=C(/C=C/c1cccc([N+](=O)[O-])c1)N1CC[C@@]2(O)CCCC[C@H]2C1 | -12
COC(=O)c1ccc(CN2CCCCC2)cc1 | 4
CSc1ccc(/C=N/NC(=O)c2cccs2)cc1 | 24
COc1ccc(NC(=S)N(CCN(C)C)C(C)c2ccncc2)cc1Cl (stereo not given) | 3
Cc1ccc2nc(SCC(=O)c3ccc(O)cc3O)[nH]c2c1 | -4
C/C(=N\Nc1ccc(C(=O)O)cc1)c1ccc(Br)cc1 | 8
C=CCN1C(=O)/C(=c2\sc3nc(=O)c(Cc4ccccc4)nn3c2=O)c2ccccc21 | -4
C=CC(=O)NCc1ccc(-c2csnn2)cc1 | 0
Cn1cc(/C=C2\SC(=S)N(NC(=O)c3cccc(Cl)c3)C2=O)c2ccccc21 | 1
COc1ccc(-c2nc(N3CCCC3)nc3nn4c(C)cc(C)nc4c23)cc1 | 16
OCCCNC(=S)Nc1ccc(Br)cc1Cl | -5
Cc1c(C(C)(C(=O)O)c2c(C)n(C)c3ccccc23)c2ccccc2n1C | 2
O=C(/C=C/c1cccs1)N1CCN(c2ccc(F)cc2)CC1 | -4
Clc1ccc2c(c1)-c1[nH]ncc1CS2 | 6
CC1CC(=O)Nc2ccccc2N1S(=O)(=O)c1cccs1 (stereo not given) | 0
Cc1ccc(NC(=O)CCn2cc(C(F)(F)F)ccc2=O)cc1 | 0
CN1CCN(CCC(=O)Nc2cccc(Br)c2)CC1 | 4
CCC(C)(CC(=O)O)CC(=O)Nc1cc(C(F)(F)F)cc(C(F)(F)F)c1 (stereo not given) | 8
N#C/C(=C\c1coc2ccc(O)cc2c1=O)C(=O)Nc1nc2ccccc2s1 | -2
Nc1[nH]nc2nc(-c3ccccc3)[nH]c(=O)c12 | -4
COc1cccc(-n2nc(-c3ccnn3-c3cccc(Cl)c3)c(=O)n(C)c2=O)c1 | -5
O=C(CNCc1cccs1)Nc1cc(S(=O)(=O)N2CCCC2)ccc1Cl | -10
Cn1cnc([N+](=O)[O-])c1SCCO | -12
O=C(NNc1ccccc1)/C(=C\c1cccnc1)NC(=O)c1ccccc1 | -9
Cc1c(C)c(C)c(S(=O)(=O)N2CCSCC2)c(C)c1C | -6

Seven compounds picked at random from the list so far, as already listed:
mol | S1P3 antag
O=C(NNc1ccccc1)/C(=C\c1cccnc1)NC(=O)c1ccccc1 | -9
COc1cccc(-n2nc(-c3ccnn3-c3cccc(Cl)c3)c(=O)n(C)c2=O)c1 | -5
Cc1ccc(NC(=O)CCn2cc(C(F)(F)F)ccc2=O)cc1 | 0
Cc1c(C)c(C)c(S(=O)(=O)N2CCSCC2)c(C)c1C | -6
Nc1[nH]nc2nc(-c3ccccc3)[nH]c(=O)c12 | -4
O=C(CNCc1cccs1)Nc1cc(S(=O)(=O)N2CCCC2)ccc1Cl | -10
Clc1ccc2c(c1)-c1[nH]ncc1CS2 | 6

Following part.
mol | S1P3 antag
CCOc1ccc(/C=C/C(=O)c2ccccc2)cc1 | 3
O=C(COC(=O)c1ccc2c(c1)S(=O)(=O)N=C1CCCCCN12)NCc1cccs1 | -10
CCCCNC(=O)C1CCCN1S(=O)(=O)c1cccc2nsnc12 (stereo not given) | -19
CC(C)(C)c1cc(C(=O)NNS(=O)(=O)c2ccccc2)n[nH]1 | 3
O=[N+]([O-])c1ccc(N2CCCC2)nc1 | -2
COC(=O)c1c(-c2c(Cl)cccc2Cl)noc1NC(=O)N(C)C | -6
CN(C)CCCN1C(=O)C(=O)/C(=C(/O)c2ccc3c(c2)OCCO3)C1c1ccccn1 (stereo not given) | 2
N#Cc1ccc(/C=N/NC(=S)Nc2ccc(S(=O)(=O)N3CCOCC3)cc2)cc1 | -4
COC(=O)c1sc(C(F)(F)F)c(-c2ccccc2)c1S(=O)(=O)N(C)C | 2
COc1ccc(NC(=O)/C=C/C(=O)O)c([N+](=O)[O-])c1 | -2
CCC1=[N+](CC(=O)c2ccc(Br)cc2)CCn2c(C)ccc21 | 3
O=C1NCCN1CCNS(=O)(=O)c1ccc(F)c(Cl)c1 | 0
CCOC(=S)N/C(=N\S(C)(=O)=O)c1ccccc1 | 20
COc1ccc2[nH]cc(/C=N/NS(=O)(=O)c3ccc(C)cc3)c2c1 | 10
N/C(=N\OC(=O)c1cnn(-c2ccccc2)c1C(F)(F)F)c1cc(C(F)(F)F)cc(C(F)(F)F)c1 | 2
Cn1c(Cn2c3ccccc3c3ccccc32)n[nH]c1=S | -1
Cc1ccc(C(=O)NNc2ncnc3c2cnn3C)cc1 | 4
CC(=O)Nc1cc(C)c2nc(NC(C)=O)sc2c1 | -3
CCCSC(=S)c1c(C)[nH]n(-c2ccccc2)c1=O | 8
CCNc1nc(NCC)nc(N/N=C/c2ccc(O)c(OC)c2)n1 | 9
Cn1nc(-c2ccccn2)nc2c(=O)n(C)c(=O)nc1-2 | 81*
CCN(CC)C(=N)/C(C#N)=N/Nc1ccccc1 | 9
CN(C)S(=O)(=O)c1ccc(Cl)c(NC(=O)CN2CCN(Cc3ccc4c(c3)OCO4)CC2)c1 | 7
COc1ccc(Cc2noc(-c3ccc([N+](=O)[O-])cc3)n2)cc1OC | 1
COC(=O)c1sc(N2C(=O)C(=O)/C(=C(/O)c3ccc(C)cc3)C2c2ccco2)nc1C (stereo not given) | -5
CCC1=Nc2cc(C(=O)NCc3cccnc3)ccc2Sc2ccc(C)cc21 | -4
Cc1ccc(-c2csc3nc(-c4ccncc4)[nH]c(=O)c23)cc1 | 23
CCC(=O)c1ccc2c(c1)OCCO2 | -9
COc1ccccc1-n1cc(CN2CCN(CC=C(C)C)C(CCO)C2)cn1 (stereo not given) | 9
Cc1ccc(-n2c(SCC(=O)N3CCOCC3)nnc2-c2ccncc2)cc1C | 8
CCn1c(SCC(=O)Nc2ccc(OC)cc2)nc2nc3c(cc2c1=O)COC(C)(C)C3 | 2
Cc1nnc2n1CCCCC2 | 14
Cc1ccc(S(=O)(=O)NNC(=S)Nc2c(Cl)cccc2Cl)cc1 | -2
Cc1ccc(NC(=O)COC(=O)c2ccc3c(c2)OCO3)c(C)c1 | 0
NC(=O)NC1NC(=O)NC1=O (stereo not given) | -4
CCN(CC)CCn1cnc2c1c(=O)n(CCOC(=O)c1cc(OC)c(OC)c(OC)c1)c(=O)n2C | 5

Sorted by value in S1P3 antag (low to high): 3 of the compounds above.
mol | S1P3 antag
CCC(=O)c1ccc2c(c1)OCCO2 | -9
NC(=O)NC1NC(=O)NC1=O (stereo not given) | -4
CCn1c(SCC(=O)Nc2ccc(OC)cc2)nc2nc3c(cc2c1=O)COC(C)(C)C3 | 2

(listing goes on)
mol | S1P3 antag
COc1ccc(C(=O)COC(=O)c2ccccc2NS(=O)(=O)c2ccc(O)c([N+](=O)[O-])c2)cc1 | -14
CCn1c(SCC(=O)Nc2ccc(OC)cc2OC)nc2nc3c(cc2c1=O)COC(C)(C)C3 | 10
O=C(/C=C/Nc1ccc(S(=O)(=O)Nc2ncccn2)cc1)c1ccc2ccccc2c1 | -1
Cc1[nH][nH]c(=O)c1[C@@H](c1ccccc1[N+](=O)[O-])C(C#N)C#N | -5
COc1ccc2cc(C(=O)C3CCCN(C(=O)c4cnccn4)C3)ccc2c1 (stereo not given) | -4
COc1cc(C(F)(F)F)c(C(=O)NCc2cccc(Cl)c2)cn1 | -8
O=C(NCCCn1ccnc1)C1CC(c2ccccc2Cl)=NO1 (stereo not given) | 10
O=C(O)CSc1nc2ccccc2s1 | -15&-6
COCCC(=O)Nc1ccc2c(c1)CN(C(=O)CSC)CC2 | -10
Cc1ccc(S(=O)(=O)NC(=O)Nc2nccs2)cc1 | -12
O=c1onc(-c2ccc(Cl)cc2Cl)n1-c1cccnc1 | -11
O=C(COc1ncnc2cc([N+](=O)[O-])ccc12)NC1CCCCC1 | 3

(listing goes on)
Structure,S1P3 antag
COc1ccc(NC(=O)CC(C)=O)c(OC)c1,0
COc1cccc(NC(=O)Nc2nnc(CC(=O)Nc3ccccc3)s2)c1,-5
NCCNC[C@@H]1COC2(CCCCCCCCCCC2)O1,7
O=C(CCn1c(=S)oc2ccccc21)NC1CCCCCC1,1
CCn1c2ccccc2c2cc(NC(=O)Nc3ccc([N+](=O)[O-])cc3C)ccc21,-3
O=C(/C=C1\C(=O)Nc2ccccc21)/C=C1\C(=O)Nc2ccccc21,-6
COC(=O)[C@@H](NC(=O)N1CCC(C)CC1)C(C)C,-10
O=C(COC(=O)c1ccc(O)cc1)Nc1cccc(S(=O)(=O)NC2=NCCCCC2)c1,5
OCc1nc2nc(Cl)c(Cl)nc2[nH]1,-7
Cc1[nH]c(=O)[nH]c(=O)c1CSCC(=O)OCC(=O)Nc1ccccn1,-5
CCc1c(O)c(-c2ccccc2)c(=O)n(-c2ccccn2)c1-c1ccccc1,2
NC(=O)CCC(NC(=S)Nc1ccccc1)C(=O)O (stereo not given),6
CC(=O)NNC(=O)c1nc(-c2ccccc2)c(C)o1,0
O=S(=O)(Nc1ccc(-c2nc3cccnc3s2)cc1)c1ccccc1F,5
Cc1ccc(N2CCN(CC(O)COc3cccc(C)c3)CC2)cc1 (stereo not given),-2
Cc1ccccc1C(=O)Nc1nc(-c2cccnc2)cs1,-4
O=C1CC(C(=O)Nc2cccc(F)c2)n2c(nc3ccccc32)N1 (stereo not given),-6
CC(C)c1nnc(NC(=O)c2cc3cc(Br)ccc3oc2=O)s1,4
Cc1ccc(S(=O)(=O)NCCC(=O)OCC(=O)NC(=O)c2cccn2C)cc1,2
CC(=O)N1CSCC1C(=O)NNS(=O)(=O)c1ccccc1 (stereo not given),9
O=C1CC(/C=C/c2ccc([N+](=O)[O-])cc2)=Nc2ccccc2N1,9
O=c1c2[nH]c3ccc(F)cc3c2ncn1CCC1=CCCCC1,0
Cc1nccc(-c2cc(-c3ccc(Cl)cc3Cl)no2)n1,3
N/C(=N\OC(=O)C12CC3CC(CC(C3)C1)C2)c1ccncc1,-2
Cc1cc(C(=O)NNS(=O)(=O)c2ccc(F)cc2)nn1C(C)(C)C,-5
CCOc1cccc2cc(C(N)=O)c(=N)oc12,-3
CCOC(=O)CN1C(=N)N(c2nc(NC(C)C)nc(OC)n2)CC1=O,-12
CCN(CC)S(=O)(=O)c1ccc(N2CCOCC2)c(NC(=O)COc2ccc(C#N)cc2)c1,8
CN(C)S(=O)(=O)Nc1cccc(Br)c1,0&-15
O=c1[nH]c2ccc([N+](=O)[O-])cc2nc1/C=C(\O)c1ccccc1,-1

The list goes on; it opens with the four that closed the last part.
Structure,S1P3 antag
CCOC(=O)CN1C(=N)N(c2nc(NC(C)C)nc(OC)n2)CC1=O,-12
CCN(CC)S(=O)(=O)c1ccc(N2CCOCC2)c(NC(=O)COc2ccc(C#N)cc2)c1,8
CN(C)S(=O)(=O)Nc1cccc(Br)c1,0&-15
O=c1[nH]c2ccc([N+](=O)[O-])cc2nc1/C=C(\O)c1ccccc1,-1
Cc1cccn2c(=O)c(C=O)c(N3CCC4(CC3)OCCO4)nc12,-4
COc1cc(/C=C2\COC/C(=C\c3cc(OC)c(OC)c(OC)c3)C2=O)cc(OC)c1OC,24
CCOC(=O)N1CCN(C(=S)NC(=O)C2CCCC2)CC1,-4
C[C@@H](C(=O)N[C@@H](Cc1ccccc1)C(=O)O)n1nnc2ccccc2c1=O,10
Cc1cc(C)n2nc(Sc3ncccc3[N+](=O)[O-])nc2n1,-16
CCOC(=O)N1CCN(C(=O)c2ccc(Cl)nc2)CC1,12
O=C(O)c1ccc(Cl)c(S(=O)(=O)Nc2ccc3[nH]c(=O)[nH]c3c2)c1,2
COc1c(/C=N/Nc2ccc(C(=O)O)cc2)c(CCN(C)C(C)=O)cc2c1OCO2,-8
COC(=O)Nc1ccc(S(=O)(=O)N2CCCC(C(=O)N3CCN(C)CC3)C2)cc1 (stereo not given),13
C1CN(c2nc(N3CCOCC3)nc(N3CCOCC3)n2)CCO1,1
O=C(O)CSCC(=O)NC1CCCc2ccccc21 (stereo not given),-31
O=C(N/N=C/c1ccc([N+](=O)[O-])cc1)c1cccs1,-7

Screening data from PubChem.
